# FLuc modulator – counter-screen for miR-21 project: firefly luciferase inhibitors or activators; P08659; purified FLuc, Km substrates, luminescence inhibition; Potency, µM (titrated, usually from 57.5 µM), without a hit: at the top dose activity change, negative = inhibition, hits mostly inhibitors; 360,000 compounds, 6.9% hits; AID 588342;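 note: potency is the fitted concentration of half-maximal effect; plate controls were vehicle for no effect and reference inhibitor for full effect; nearly all actives have a fitted effect of over 55% in size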
#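 Purified P. pyralis luciferase, 10 nM final, with Km-level 10 uM D-luciferin and 10 uM ATP in 50 mM Tris acetate pH 7.5, 10 mM Mg acetate, 0.01% Tween-20, 0.05% BSA; 6-point qHTS titration about 60 µM downward; luminescence read.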
# p53 reactivation – re-activators of mutant p53; H1299 p53-A138V BP100-luciferase reporter, luminescence, 24 h; Potency, µM (doses to about 92.2 µM), inactives show at the highest dose activity change, positive = activation, most hits filed as activators; 320,000 compounds, 0.063% hits; note: potency is the fitted concentration of half-maximal effect; % of control where 0% means no effect; nearly all actives have a fitted effect of over 45% in size
#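 H1299 (p53-null), stable ts p53-A138V + BP100-Luc; 1000 cells/well, Opti-MEM/10% FBS; cpd 4 pt, 1:5; 24 h, 37 deg C, 5% CO2; detection reagent 10 min RT; luminescence.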
# NPC1 prom act – activators of NPC1 promoter | Huh7 NPC1 promoter luciferase reporter, 24 h | Potency, µM (top dose mostly 9.22 µM), without a hit: top-dose activation, usual class: activators | AID 485313 | 320,000 compounds, 2.4% hits;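 note: potency is the fitted concentration of half-maximal effect; % of control where 0% means no effect; nearly all actives have a fitted effect of over 60% in size; reporter is driven by a mutant NPC1 promoter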
#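 Stable NPC1-promoter luciferase Huh7 line; cpd (DMSO) 24 h, 37 °C, 5% CO2; Amplite luciferase reagent 10 min RT; luminescence readout. qHTS format.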
# ELG1 DNA repair – blocks ELG1-dependent DNA repair in HEK293T cells; Potency, µM (series often up to 46.1 µM), for inactives: at the top dose activity change, negative = inhibition, actives largely listed as inhibitors; HEK293T ELG1-luciferase reporter, luminescence, 16 h; DNA damage induced by 5-fluorouridine; 330,000 compounds, 2.3% hits; note: potency is the fitted concentration of half-maximal effect; % is set by controls: 0 for no effect and ±100 for the full control effect; nearly all actives have a fitted effect of over 55% in size
#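 5-Fluorouridine DNA damage + compound/DMSO, 2,000 cells/well, 16 h, 37 °C/5% CO2. ONE-Glo, 30 min RT, luminescence. Readout = decrease in reporter signal.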
# ELG1 genotox – genotoxicity induction in ELG1-luciferase HEK293T cells; HEK293T ELG1-luciferase reporter, luminescence, 16 h; Potency, µM (series often up to 46 µM), for inactives: top-dose activity change, positive = activation, hits mostly activators; 330,000 compounds, 1.3% hits; AID 504466; note: potency is the fitted concentration of half-maximal effect; % of control where 0% means no effect; nearly all actives have a fitted effect of over 60% in size
#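 DMSO vehicle served as control against compound-treated ELG1-luciferase HEK293T cells; exposure lasted 16 hr at 37 °C and 5% CO2, followed by ONE-Glo luminescence detection after 30 min.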
# BRCA1 expr up – BRCA1 expression activation. Potency, µM (highest dose often 46.1 µM), for inactives: at the highest dose activation, actives largely listed as activators. 380,000 compounds, 1.1% hits. MCF7-BRCA1-FFLuc reporter, luminescence, 48 h; response scale: scaled: vehicle 0%, 10 µM genistein 100%. AID 624202; note: potency is the fitted concentration of half-maximal effect; nearly all actives have a fitted effect of over 80% in size; some results filed as inactive show a strong effect at the top dose
#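 Activators of BRCA1 expression were detected as increased firefly luciferase luminescence in engineered MCF7 cells after 48 h compound incubation. Signals were scaled to genistein 10 microM as full activation.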
# VP16 counter – Gal4-VP16 reporter inhibition counter-screen; Drosophila S2 Gal4-VP16 UAS-luciferase, luminescence, 20 h; Potency, µM (highest dose often 53.6 µM), inactives show top-dose activity, negative = inhibition, hits mostly inhibitors; 310,000 compounds, 3.5% hits;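 note: Gal4-VP16 expression switched on by copper sulfate through the metallothionein promoter; potency is the fitted concentration of half-maximal effect; % is set by controls: 0 for no effect and ±100 for the full control effect; nearly all actives have a fitted effect of over 50% in size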
# Tb PFK inh – T. brucei PFK enzyme inhibition; O15648; T. brucei PFK, ADP-Glo luminescence; Potency, µM (doses to about 57.5 µM), for the others: at the highest dose activity, negative = inhibition, most hits filed as inhibitors; 330,000 compounds, 0.17% hits; AID 485367;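 note: potency is the fitted concentration of half-maximal effect; 0% = uninhibited 1x PFK enzyme wells and -100% = no-enzyme wells; nearly all actives have a fitted effect of over 60% in size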
#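 In TEA buffer at pH 8.0 with 5 mM MgCl2, enzyme (1.25 nM) converted F6P (0.5 mM) and ATP (0.1 mM) for 45 min at room temperature. ADP product was read by luciferase luminescence.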
# Rab9 promoter act – activates the Rab9 promoter | Huh7 Rab9 promoter-luciferase reporter, luminescence, 24 h | 320,000 compounds, 2.8% hits | Potency, µM (series often up to 9.22 µM), without a hit: at the top dose activation, negative = inhibition, actives largely listed as activators; note: potency is the fitted concentration of half-maximal effect; % of control where 0% means no effect; nearly all actives have a fitted effect of over 60% in size
#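 Luciferase signal after 10 min detection reagent at ambient indicates Rab9 promoter upregulation; stably transfected Huh7 cells were treated 24 h with compound in DMSO at 37 °C, 5% CO2.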
# TRPV1 ag – agonists of human vanilloid receptor 1 (TRPV1) | activation, % at 8.33 µM | 320,000 compounds, 0.19% hits | TRPV1-expressing cells, Fluo-8 calcium influx, agonist mode; in the data active = activation above about 80%; inconclusive = between about 30% and that limit; note: 0% is about no effect
# Target sequence (Q8NER1 whole entry, looked up): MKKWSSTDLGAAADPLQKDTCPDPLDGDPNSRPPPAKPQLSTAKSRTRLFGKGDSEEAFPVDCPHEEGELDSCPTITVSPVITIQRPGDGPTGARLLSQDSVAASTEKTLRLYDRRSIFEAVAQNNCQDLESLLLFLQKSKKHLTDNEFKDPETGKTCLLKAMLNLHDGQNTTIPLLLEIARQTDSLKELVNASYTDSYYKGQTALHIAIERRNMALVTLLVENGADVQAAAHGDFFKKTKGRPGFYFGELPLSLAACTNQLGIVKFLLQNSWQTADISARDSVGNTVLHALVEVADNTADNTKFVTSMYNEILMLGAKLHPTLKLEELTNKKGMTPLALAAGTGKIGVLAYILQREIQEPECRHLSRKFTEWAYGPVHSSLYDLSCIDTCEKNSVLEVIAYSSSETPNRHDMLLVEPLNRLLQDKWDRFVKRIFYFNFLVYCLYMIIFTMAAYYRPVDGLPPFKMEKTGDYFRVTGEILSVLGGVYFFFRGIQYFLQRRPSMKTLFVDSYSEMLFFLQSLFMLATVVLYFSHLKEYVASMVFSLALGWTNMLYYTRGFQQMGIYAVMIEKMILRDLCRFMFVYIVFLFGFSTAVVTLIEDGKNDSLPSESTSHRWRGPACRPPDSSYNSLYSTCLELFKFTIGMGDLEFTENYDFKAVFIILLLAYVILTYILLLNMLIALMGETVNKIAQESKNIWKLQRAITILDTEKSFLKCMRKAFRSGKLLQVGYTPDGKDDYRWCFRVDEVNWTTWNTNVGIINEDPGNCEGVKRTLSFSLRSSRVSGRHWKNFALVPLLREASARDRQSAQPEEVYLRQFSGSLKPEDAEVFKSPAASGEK
#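 Fluo-8 calcium influx in TRPV1-expressing cells, kinetic read (ex 480/em 520 nm). Compound added and read 3 min for agonist activity, followed by capsaicin at EC20 final and 2 min further read for enhancement.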
# RORgamma inh – inhibitors of mouse ROR gamma transcriptional activity. Drosophila S2 Gal4-RORgamma UAS-luciferase reporter, 20 h. AID 2551. P51450. 310,000 compounds, 5.4% hits. Potency, µM (top dose mostly 53.6 µM), inactives show at the top dose activity change, negative = inhibition, usual class: inhibitors; note: potency is the fitted concentration of half-maximal effect; % is set by controls: 0 for no effect and ±100 for the full control effect; nearly all actives have a fitted effect of over 60% in size
#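 Drosophila Schneider cells stably carrying a metallothionein-driven Gal4 DBD–ROR gamma fusion and a UAS-Photinus luciferase reporter were exposed to compound for 1 hr, then induced with copper sulfate (700 uM final) for 20 hr at ambient temperature before luminescence reading.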
# Numbers without * were called inactive; ? = inconclusive; / = no result given; & = joins results of further samples; [ ] = another dose, or the depositor's remark. Unless noted, calls come from the whole dose curve; as a rule, active = well fitted curve in the direction sought with a large enough effect; inconclusive = small, poorly fitted or top-dose-only effect, or another doubt; inactive = no such curve, though single readings can be large; an effect the other way counts as inactive or inconclusive. This is a random part of the collection, and some 15% of all compounds hit somewhere here.
# Every second line gives: FLuc modulator	p53 reactivation	NPC1 prom act	ELG1 DNA repair	ELG1 genotox	BRCA1 expr up	VP16 counter	Tb PFK inh	Rab9 promoter act	TRPV1 ag	RORgamma inh
O=C(O)CNC(=O)c1ccc(N2CCOCC2)cc1[N+](=O)[O-]
→ -3%	-3%	-8%	-2%	0%	-2%	6%	-2%	1%	0	-6%
Cc1ccc(N(C(=O)CNC(=O)c2ccco2)C(C(=O)NC2CCCC2)c2ccncc2)cc1C (configuration not stated)
→ 2%	-4%	2%	0%	-3%	9%	2%	0%	1%	2	1%
COc1ccc(C(C)=O)cc1COC(=O)CNC(=O)c1ccccc1F
→ 2%	-6%	-1%	4%	0%	-8%	-16%	8%	-3%	-3	19%
CCN(C(=O)COC(=O)Cc1c[nH]c2ccccc12)c1c(N)n(Cc2ccccc2)c(=O)[nH]c1=O
→ -1%	-3%	3%	22%	-5%	-7%	/	4%	-3%	5	/
CCCCc1ccc(-c2ccc(C)cc2O)nc1
→ 0.43µM*	?	0.5µM*	?	1.5µM*	?	?	1%	0.63µM*	-1	-12%
Cc1ccc2oc(=O)cc(CN3CCN(C/C=C/c4ccccc4)CC3)c2c1
→ -2%	-6%	1%	-16%	-6%	12%	-2%	2%	-2%	8	-18%
CN(Cc1ccccc1)c1ccc(C(CC(N)=O)NC(=O)Cc2ccc(Br)cc2)cc1[N+](=O)[O-] (configuration not stated)
→ 2%	-5%	-2%	-19%	0%	-27%	?	10%	-3%	2	?
CN(C)C(CNC(=S)Nc1ccccc1)c1cccnc1 (configuration not stated)
→ 4%	-8%	0%	-3%	1%	4%	-9%	0%	-4%	-4	10%
CCCn1nc(C(=O)OCC(=O)c2ccccc2)c2ccccc2c1=O
→ ?	4%	-1%	2%	0%	-1%	-23%	0%	1%	18	-9%
CC(C)(C)OC(=O)C[C@H]1C/C=C\C[C@@H](CC(=O)N(CCO)Cc2ccccc2)C(=O)NC[C@H](c2ccccc2)OC1=O
→ /	1%	/	18µM*	-4%	0%	/	4%	/	/	/
Cc1cc(C)cc(C(=O)Nc2ccc(N3CCCC3)cc2)c1
→ 1.9µM*	6%	2.2µM*	?	?	?	-18%	2%	1µM*	?	-10%
O=C(COC(=O)c1cccnc1Cl)c1ccc(Cl)cc1Cl
→ 0.76µM*	1%	0%	-3%	-1%	6%	1%	-1%	-8%	7	-13%
Fc1ccc(-c2ccc(CNCc3ccccn3)o2)cc1Cl
→ ?	4%	-4%	25%	5%	46%	?	-3%	-2%	?	11µM*
CCN1CCN(CCNC(=O)CSCc2nc(-c3ccc(OC)c(OC)c3)oc2C)CC1
→ 8%	0%	0%	11%	-1%	0%	6%	-1%	-2%	-1	-14%
COc1cc(/C=N/NC(=O)CC2(C)OCCCO2)ccc1OCc1ccc(Cl)cc1Cl
→ ?	21%	0%	8%	-2%	?	-9%	5%	0%	6	9%

# Continuation.
# Every second line gives: FLuc modulator	p53 reactivation	NPC1 prom act	ELG1 DNA repair	ELG1 genotox	BRCA1 expr up	VP16 counter	Tb PFK inh	Rab9 promoter act	TRPV1 ag	RORgamma inh
CCOC(=O)C1=C(C)NC(=O)NC1C (configuration not stated)
→ 1%	-9%	-5%	5%	6%	6%	-1%	-1%	5%	16	-3%
Cc1ccccc1OCC(=O)N1CCC2(CC1)CC(=O)c1ccccc1O2
→ -1%	-10%	-2%	-9%	-2%	-13%	/	-6%	-2%	?	/
COc1ccccc1-c1nn2c(=O)cc(C)nc2s1
→ ?	11%	18%	?	?	10µM*	-1%	0%	?	4	26%
CC(C)c1ccc(/C=N/Nc2cc(N3CCOCC3)nc(N3CCOCC3)n2)cc1
→ 3%	-7%	1%	?	-7%	-28%	-3%	2%	-3%	0	?
Oc1ccc(Cl)cc1CNCc1ccc(F)cc1
→ -11%	23%	-1%	18%	9%	19%	/	-6%	1%	24	/
CCOC(=O)c1ccc(NC(=S)NC2CCCC2)cc1
→ ?	7%	13%	?	11%	7%	?	4%	21%	?	?
O=C(C1CCN(C2CCN(Cc3ccsc3)CC2)CC1)N1CCOCC1
→ 3%	18%	3%	-1%	10%	-6%	-2%	0%	-5%	-3	-29%
COc1ccc(C2c3ccc4ccccc4c3Oc3ncn(CCO)c(=N)c32)cc1 (configuration not stated)
→ -1%	1%	-5%	6%	-1%	-3%	?	1%	-3%	15	?
C=CCn1c(CSCc2ccccc2)nnc1SCC(=O)N1CCN(c2ccccc2)CC1
→ 1%	-3%	0%	?	-6%	1%	?	-4%	-1%	-2	28µM*
O=C(NC(=S)Nc1cccc2ncccc12)c1ccco1
→ -1%	-1%	-1%	-13%	-3%	-18%	-1%	4%	-2%	0	?
O=C(Nc1ccccc1Br)C1CC(=O)N(c2ccc3c(c2)OCCO3)C1 (configuration not stated)
→ 2%	10%	-1%	-2%	-2%	-10%	/	3%	-1%	10	/
CCSc1nnc(CNc2ccc(F)cc2)n1CC1CCCO1 (configuration not stated)
→ 2%	-3%	-1%	-7%	0%	-27%	5%	1%	1%	-1	-5%[10 µM]
COc1cc(C(=O)NNC(=O)c2nn(C)c(=O)c3ccccc23)cc(OC)c1OC
→ /	-4%	/	?	0%	-22%	/	-5%	/	/	/
CCn1cc(C(=O)N2CCCC2)c(=O)c2cc(S(=O)(=O)N3CCOCC3)ccc21
→ 0%	0%	-2%	3%	0%	-14%	3%	-1%	-4%	-3	4.5µM*
C=CCOC(=O)c1sc(NC(=O)c2ccco2)nc1C
→ 9.5µM*	20%	?	?	21µM*	11%	3%	-3%	?	15	1%

# (list continues)
# Every second line gives: FLuc modulator	p53 reactivation	NPC1 prom act	ELG1 DNA repair	ELG1 genotox	BRCA1 expr up	VP16 counter	Tb PFK inh	Rab9 promoter act	TRPV1 ag	RORgamma inh
CCCCN(CCCC)C(=O)c1cc(Cl)ccc1[N+](=O)[O-]
→ 4%	-7%	1%	-1%	-3%	-22%	-8%	-1%	0%	21	-3%
COc1ccc(OC)c(Nc2nc(-c3ccc(O)c(O)c3)cs2)c1
→ ?	-11%	-10%	?	10%	-69%	8.9µM*	-7%	1%	15	?
COc1ccc(C(=O)N=C2SC3CS(=O)(=O)CC3N2c2ccc(C(C)=O)cc2)cc1 (configuration not stated)
→ 2%	-4%	-2%	-14%	10%	1%	6%	-1%	-4%	4	-19%
O=[N+]([O-])c1cc(/C=N/O)ccc1Oc1ccccc1Cl
→ 19µM*	10%	9%	23%	?	7.1µM*	-23%[10 µM]	5%	-4%[1.84 µM]	?	21%
CCOC(=O)NC(=O)/C(C#N)=C(/C)N(C)C
→ -2%	-1%	14%	-5%	4%	7%	15%	?	2%	0	-6%
COC(=O)c1ccc(NC(=O)C(=O)c2c[nH]c3ccccc23)cc1
→ -19%	/	25%	?	16%	?	6%	-1%	?	2	-12%
Cc1cccc(NC(=O)CN(C)S(=O)(=O)c2ccc(Br)cc2)n1
→ 5%	-6%	2%	-13%	1%	-29%	-16%	3%	11%	7	8%
Cc1cc(=O)[nH]c(N2CCN(C(=O)c3ccco3)CC2)n1
→ 0%	1%	2%	?	0%	-8%	2%	-1%	-2%	0	3%
O=C(NC(=S)Nn1cnnc1)c1cccc(Br)c1
→ 10%	10%	-6%	-6%	0%	3%	7%	0%	1%	-2	-27%
CCN(CC)S(=O)(=O)c1cc(NC(=O)C(C)OC(=O)c2[nH]c(C)c(C(C)=O)c2C)ccc1C (configuration not stated)
→ -3%	-1%	-7%	10µM*	-1%	-80%	-29%	-1%	-3%	26	?
CCC1COCCS(=O)(=O)N1Cc1cccc(C(F)(F)F)c1 (configuration not stated)
→ 2%	3%	-3%	10%	-1%	1%	-4%	1%	6%	-4	-16%
COc1ccc2c(c1)O[C@@H](c1cccc(C(F)(F)F)c1)[C@H](OC(=O)NCCc1ccc(OC)c(OC)c1)C2=O
→ -1%	7%	-1%	?	-5%	/	2%&-6%	-5%	-5%	9	16%&-9%
O=C(N/N=C/c1ccc(-c2ccccc2C(=O)O)o1)c1cccs1
→ 13µM*	?	15%	?	4%	24%	3%	10%	3%	7	-32%
O=C(c1cc(-c2ccc(Br)cc2)on1)N1CCc2ccccc2C1
→ -15%	-5%	-2%	17%	0%	19%	-5%	-1%	2%	-2	25%
Cc1cc(C)c2c(=O)[nH]c(SCC(=O)Nc3ccccc3)nc2n1
→ 0%	-14%	2%	?	2%	-19%	-2%	-4%	-7%	-1	-15%
O=C(Nc1nc(-c2ccccn2)cs1)C1CC(=O)N(c2ccc3c(c2)OCCO3)C1 (configuration not stated)
→ -19%	10%	1%	?	0%	-37%	?	1%	-1%	-2	10µM*
